Compound activity: PubChem BioAssay, Broad Institute
GSIS activator = GLuc luminescence reporter in INS-1E cells, primary screen for activators of glucose-dependent secretion of insulin; activation, % at 16.6 µM; INS-1E GLuc reporter insulin secretion, 2-3 h; AID 743287; 370,000 compounds, 0.61% hits;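 active means lowest replicate activation of at least 40%, so every replicate reaches that level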;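 further: 0% = median of neutral control wells and 100% = median of IBMX positive control wells; some compounds called inactive have numbers as strong as hits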
F508del corr = CFTR F508del correction in bronchial cells | CFBE cells, YFP halide quenching; stimulated with forskolin plus potentiator P3; % fluorescence drop versus neutral controls | activity (quench increase), % at 7.58 µM | 350,000 compounds, 0.36% hits | AID 720511;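 active means mean added fluorescence quench of at least 8% versus neutral control, with both replicates also reaching 8%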;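 further: cells transiently co-express mutant CFTR-F508del with the halide-sensitive YFP; corrector assay measuring rescue of mutant channel to the surface after 24 h compound exposure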
Xi reactivation = activators of X-chromosome reactivation in mouse fibroblasts. activation, % at 7.58 µM. XiGFP mouse fibroblasts, % GFP-positive cells imaging, 3 d; cells co-treated with 5-aza-dC sensitizer; scaled so ellipticine positive control = 100%. 360,000 compounds, 0.055% hits;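 active means mean normalized replicate activation at least 10% and every replicate at or above 10%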;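 further: 0% = median of on-plate neutral control wells and 100% = ellipticine 6 µM median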
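System: 68-5-11 XiGFP fibroblast line | Buffer or medium: DMEM containing 5-aza-dC | Compound: Single point | Times: Compounds 3 days, fix/stain 15 min at room temperature | Benchmarks: Positive control ellipticine, 6 µM final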
ERAP1 HTS inh = inhibitors of human ERAP1 aminopeptidase. Q9NZ08. recombinant ERAP1, Leu-AMC fluorescence, 60 min. inhibition, % at 10.7 µM. 340,000 compounds, 0.15% hits. AID 652197;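 active means mean replicate inhibition of at least 30%, or all replicates individually reaching that 30% level; inactive means mean below 30% and not every replicate reaching it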;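 further: 0% = neutral control wells and 100% = L-leucinethiol positive control wells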
esBAF inh = inhibitors of esBAF chromatin remodeling in mouse ES cells; reporter increase, % at 12.5 µM; 350,000 compounds, 2% hits; Bmi1-luciferase knock-in reporter, 24 h; 100% = twice the neutral-well signal; in the data active means activation above about 40%;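 further: 0% = median of the plate's neutral control wells and 100% = double that signal; a rise in the Bmi1 reporter signal indicates esBAF inhibition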
ARNT-TACC3 inh = disruptors of human ARNT/TACC3 interaction; 390,000 compounds, 0.66% hits; AlphaScreen His-ARNT PAS-B/GST-TACC3 binding, luminescence; TACC3 fragment carries E629A point mutation; inhibition, % at 9.99 µM; AID 623870; Q9Y6A5;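 active means mean inhibition of replicates at least 50% and at least half of replicates each reaching 50%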;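 further: 0% = complete ARNT plus TACC3 wells and 100% = ARNT alone without TACC3; many hits fall short of the cut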
RAD52 anneal inh = blocks human RAD52 DNA annealing | recombinant RAD52 DNA annealing, FRET fluorescence | inhibition, % at 18.7 µM | 360,000 compounds, 0.46% hits;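 active means every replicate showing at least 50% inhibition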
Target sequence (P43351 whole entry, looked up): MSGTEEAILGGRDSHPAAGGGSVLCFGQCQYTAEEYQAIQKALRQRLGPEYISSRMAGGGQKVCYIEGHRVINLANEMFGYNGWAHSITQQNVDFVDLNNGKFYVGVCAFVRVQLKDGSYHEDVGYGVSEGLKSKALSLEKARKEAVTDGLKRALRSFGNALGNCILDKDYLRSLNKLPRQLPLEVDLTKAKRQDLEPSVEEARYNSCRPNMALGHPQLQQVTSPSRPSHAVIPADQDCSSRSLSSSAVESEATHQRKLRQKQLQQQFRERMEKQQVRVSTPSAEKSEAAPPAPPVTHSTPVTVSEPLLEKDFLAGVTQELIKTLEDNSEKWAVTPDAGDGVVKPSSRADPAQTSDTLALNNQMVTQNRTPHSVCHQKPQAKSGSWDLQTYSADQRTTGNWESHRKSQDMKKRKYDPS
RAD54 inh = blocks human RAD54 Holliday junction branch migration; 360,000 compounds, 0.14% hits; Q92698; inhibition, % at 10.4 µM; FAM/BHQ fluorescence;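 active means mean normalized replicate activity at least 40 and at least half of replicates scoring 40 or more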;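 further: 0% = median of neutral control wells and 100% = median of positive control wells; inhibitors cause a drop in the FAM fluorescence signal; in these data hits start at about 50%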
* hit, by the source's call; · = not tested or not shown; & = joins results of further samples.

SMILES	GSIS activator	F508del corr	Xi reactivation	ERAP1 HTS inh	esBAF inh	ARNT-TACC3 inh	RAD52 anneal inh	RAD54 inh
CC1(OC(=O)C2CCCC2)C(=O)C=C2C=C(c3ccsc3)N(Cc3ccccc3)C=C2C1=O (configuration not stated)	-38	-1.0	-0.7	-1	-7	0	-27	-1
COC(=O)[C@@]1(Cc2ccccc2)[C@H]2C(=O)N(Cc3ccccc3)C(=O)[C@H]2[C@H]2CN=C(SCc3ccccc3)N21	-25	1.9	-0.2	0	-3	-4	-9	2
CNC(=O)c1c(NC(=O)c2cccc(N3C(=O)CCC3=O)c2)sc2c1CCCC2	-8	1.9	-0.2	·	·	2	-4	4
O=[N+]([O-])c1cccc2c(S(=O)(=O)N3CCOCC3)cccc12	1	2.7	0.2	·	-4	1	-15	15
C[C@H](CO)N1C[C@H](C)[C@H](CN(C)Cc2ccccc2)Oc2ccc(NC(=O)Nc3ccc4c(c3)OCO4)cc2CC1=O	-19	-0.3	0.1	·	2	·	-1	-1
COc1ccc(NC(=O)N(C)C[C@@H]2Oc3ncccc3C(=O)N([C@H](C)CO)C[C@@H]2C)cc1	10	-2.8	-0.6	2	4	-4	-2	5
CCCc1nnc(NC(=O)CCC(=O)N2CCN(c3nc(C)cc(C)n3)CC2)s1	4	1.3	0.0	·	·	-4	-15	·
O=C(OCc1cn([C@@H]2CN(Cc3cccs3)[C@@H](c3ccc(Cl)cc3)C[C@H]2O)nn1)c1ccccc1	4	-2.3	0.2	5	-3	·	-7	-2
Cc1onc(-c2c(F)cccc2Cl)c1C(=O)NC1CCCCCC1	-14	-4.9	0.0	2	-8	·	-10	-8
C[C@@H]1CN([C@@H](C)CO)C(=O)CCCn2nncc2CO[C@H]1CN(C)Cc1ccc2c(c1)OCCO2	0&1	1.9&0.0&-3.4	0.0&0.0	0&0	6&0&2	-7	-3&7	-10&-2
Cc1c(C(=O)NCc2cccc([N+](=O)[O-])c2)sc(=O)n1Cc1cccc(F)c1	-9	-1.2	-0.3	·	12	·	-6	-15
CC1c2cc3c(cc2CCN1CC(=O)Nc1ccccc1)OCCCO3 (configuration not stated)	-2	1.9	·	-2	-22	0	-3	-2
O=C(Nc1ccccc1)Nc1ccc2c(c1)[C@H]1C[C@@H](CC(=O)N3CCOCC3)O[C@@H](CO)[C@H]1O2	-5	1.8	0.0	·	-3	2	·	-7
Cc1csc(NC(=O)c2ccc(C)c(S(=O)(=O)N3CCOCC3)c2)n1	-19	-2.5	0.0	-1	·	·	-10	·
O=C(OCc1ccc(COC(=O)c2cccnc2Cl)cc1)c1cccnc1Cl	0	-1.5	0.0	2	·	2	-14	·
CCCCN(CCCC)Cc1ccc(C(=O)NNC(=O)Nc2ccccc2)o1	-17	-3.2	0.1	·	6	-9	-7	·
Cc1noc(C)c1S(=O)(=O)N(CC(=O)Nc1ccc2c(c1)OCO2)c1ccc(C(C)C)cc1	13	1.4	0.0	·	2	3	-22	-1
C[C@@H]1CCCCO[C@H](CN(C)CC2CCCCC2)[C@H](C)CN([C@@H](C)CO)C(=O)c2cc(NS(=O)(=O)c3cccs3)ccc2O1	18	-1.0	0.1	-3	-1	-2	21	-1
O=C(COC(=O)c1cccs1)Nc1cc(S(=O)(=O)N2CCOCC2)ccc1Cl	-1	0.1	0.0	-5	·	2	-23	·
Cc1ccc(S(=O)(=O)CCC(=O)Nc2nc(-c3ccncc3)cs2)cc1	-4	-3.4	0.0	-2	4	-3	-21	-1
O=C(c1ccc2c(c1)OCO2)c1ccc[nH]1	40	2.3	0.0	2	·	·	-4	·
Cc1cc(C(=O)N2CCCC(C(=O)c3ccc(Oc4ccccc4)cc3)C2)n[nH]1 (configuration not stated)	·	-1.6	0.0	3	-6	5	-12	-6
CCC(C)NC(=O)C1CCN(S(=O)(=O)c2ccc(OC)cc2)CC1 (configuration not stated)	-11	·	·	·	-1	-20	·	-12
CC(=O)c1ccc2noc(-c3ccc(C)cc3)c2c1	-8	0.2	0.1	-8	·	0	-80	·
O=C(COC(=O)/C=C/c1cccc(F)c1)Nc1ccc(Cl)cn1	2	-0.4	-0.1	-5	-3	-3	-4	-5
Cc1cc(-c2ccccc2)nc(-c2ccccc2)c1C	4	-2.0	0.2	4	-7	-7	3	-7
COCC(=O)N(C)C[C@H]1Oc2cc(-c3cccc(F)c3)ccc2S(=O)(=O)N([C@@H](C)CO)C[C@@H]1C	8	-1.1	0.4	-1	8	0	-4	0
COc1ccc(-n2c(C)c(C(C)=O)c(C(C)=O)c2C)cc1	2	·	·	1	4	-2	-5	-6
COC(=O)CNC(=O)c1sc2ncn(CC(=O)Nc3ccc(C)c(Cl)c3)c(=O)c2c1C	-10	2.5	0.0	0	·	-5	-15	·
O=C(c1ccco1)N1CCN(Cc2ccccc2Br)CC1	24	1.5	-0.1	-4	34	-9	-10	-13
N#CC(C#N)=C(Nc1ccccc1)c1ccccc1	12	-2.6	0.0	7	·	7	-6	-7
CN1C(=O)c2cc(NC(=O)C3CCC3)ccc2OC[C@@H]2O[C@@H](CC(=O)NCc3ccccc3F)CC[C@H]21	13	-0.8	0.0	-1	·	·	7	·
Cc1ccc(S(=O)(=O)Nc2ccc3c(c2)C(=O)N([C@H](C)CO)C[C@@H](C)[C@@H](CN(C)S(=O)(=O)c2ccc(Cl)cc2)OCCCC[C@@H](C)O3)cc1	7	0.9	0.3	·	-4	-3	·	-2
O=S(=O)(c1ccc(NC(=S)Nc2ccc(OC(F)F)cc2)cc1)N1CCOCC1	-18	-0.5	0.3	·	·	·	·	-6
COc1ccc(C2/C=C\CN(S(=O)(=O)c3ccc(-c4ccccc4)cc3)CC(=O)N2Cc2ccc(F)cc2)cc1 (configuration not stated)	·	1.0	0.0	2	-1	-1	-9	-6
O=C(Nc1ccnn1C1CCN(Cc2cccc(OCCO)c2)CC1)C1CC1	-2	-3.7	0.1	0	·	-1	-1	-2
Cc1ccc(OCc2nnc(SCC(=O)N3CCOCC3)n2C)cc1	-6	·	·	·	-2	-4	·	4
COc1ccc(C(=O)COC(=O)CNC(=O)c2ccccc2)cc1F	·	-1.7	2.0	0	-4	-3	-30	0
Cn1cc[nH]c1=S	·	-14	-0.3	-1	2	1	4	12
CCC(CO)Oc1cc(NCc2ccc(Cl)cc2Cl)c2ncn(C(C)C)c2c1 (configuration not stated)	-12	5.7	0.1	-2	-1	·	-23	-5
CCOc1cc(C(=O)NC(=S)Nc2cccnc2)cc(OCC)c1OCC	5	·	0.3	-1	·	-2	-12	·
COC(=O)c1ccc(Nc2c([N+](=O)[O-])c(=O)oc3ccccc23)cc1	-9	-1.9	0.0	5	·	-5	-6	·
Cc1ccc2c(c1)=C(c1ccccc1)N(O)CC(=O)N=2	7	-1.4	0.4	-1	-2	13	-6	1
Cc1oc(-c2ccccc2)cc1C(=O)Nc1cccc(/C=C\C(=O)O)c1	-8	4.5	0.0	-29	·	·	-11	·
Cc1ccc(C(=O)N/C(=C\c2cccs2)C(=O)NCCCN2CCOCC2)cc1	-4	-1.5	0.0	4	-4	-1	1	7
Cc1cc2c(cc1S(=O)(=O)NCc1ccccc1)OCC(=O)N2	29	5.3	0.1	5	-6	3	-9	-20
S=C(NC1CCCCC1)NC1CC2C=CC1C2 (configuration not stated)	·	-3.0	0.2	·	·	16	-4	1
CN(Cc1ccccc1)C(=O)c1cccc(NC(=O)Cc2ccc(NC(=O)C3CCCN(C(=O)C4CCC4)C3)cc2)c1 (configuration not stated)	-3	0.9	0.1	2	2	-1	-21	-10
C[C@H](CO)N1C[C@H](C)[C@@H](CN(C)C(=O)Nc2ccc(F)cc2)Oc2ccc(N(C)C)cc2CC1=O	-3	-1.6	-0.4	0	2	-3	10	0
COc1ccc(CNc2nc3c(c(=O)[nH]c(=O)n3C)n2Cc2ccccc2C)cc1	22	0.0	-0.1	-1	-9	-4	-10	12
CCc1nc(SCC(=O)NC2CCCC2)c2c(=O)n(C)c(=O)n(C)c2n1	-6	0.7	0.0	-2	-7	1	-4	4
CC(Oc1ccc(Cl)cc1Cl)C(=O)NC(=S)N1CCc2ccccc21 (configuration not stated)	25	·	-0.1	6	-9	7	-31	7
Cc1c(C(c2cccs2)c2c(C)n(C)n(-c3ccccc3)c2=O)c(=O)n(-c2ccccc2)n1C	14	0.0	0.1	7	-11	-2	-5	·
Cc1nnc(SCc2cccc([N+](=O)[O-])c2)[nH]c1=O	-19	5.1	0.0	-4	·	-7	-1	·
Cc1ccc2c(cnn2C(=O)CCCC(=O)NCc2ccc(Cl)cc2)c1	1	-0.2	0.1	8	8	-1	0	2
COCC(=O)Nc1ccc2c(c1)C(=O)N(C)[C@H]1CC[C@@H](CC(=O)NCCc3ccncc3)O[C@@H]1CO2	2	1.7	0.2	-2	-11	-1	-9	-8
CC(C)Cn1c(SCC(=O)Nc2cc(Cl)c(Cl)cc2Cl)nc(O)cc1=O	3	7.6	0.2	2	-1	3	-42	-2
CCc1ccc(NC(=O)C(C)OC(=O)CCC(=O)c2cccs2)cc1 (configuration not stated)	-22	·	0.1	·	·	5	·	5
CC(=O)Oc1ccc2ccc3ccc(C(C)=O)cc3c2c1	·	-0.3	-0.2	-4	·	37	-2	-1
COc1ccc(C(=O)Nc2nc(C)cs2)cc1S(=O)(=O)N1CCCC1	-5	-0.4	0.2	-3	·	1	-25	·

(next part)
SMILES	GSIS activator	F508del corr	Xi reactivation	ERAP1 HTS inh	esBAF inh	ARNT-TACC3 inh	RAD52 anneal inh	RAD54 inh
CCOC(=O)c1sc(Nc2ccc(F)cc2)nc1C	12	2.5	0.0	-2	·	-5	-19	·
COc1ccc2c3c(n(C)c2c1)[C@@H](CO)N(C(=O)Nc1ccc(F)cc1)CC31CCN(C)CC1	-17	1.4	0.3	-4	·	·	16	·
CC(=O)c1ccc(OCCCC(=O)Nc2cc(S(=O)(=O)N3CCCCC3)ccc2C)cc1	-27	-2.5	0.0	4	2	-1	-9	-2
CCCNC(=O)CSc1nccn1Cc1ccc(OC)cc1	7	3.1	0.0	-1	·	-9	-13	·
Cc1ccc(C)c(NC(=O)CN(C)C(=O)CC2OC(=O)c3ccccc32)c1 (configuration not stated)	·	-0.5	0.0	-1	-11	-6	-5	3
COC(=O)[C@]12C[C@H](CC(=O)NCC3CCCCC3)C(=O)N(Cc3ccc4c(c3)OCO4)C1=C[C@H](COCc1ccccc1)O[C@@H]2C	·	2.9	0.0	2	·	·	-17	·
Clc1ccc(C2NCCc3sccc32)cc1 (configuration not stated)	14	0.2	0.0	-2	·	·	-16	·
COc1ccc(S(=O)(=O)N2CCN(C(=O)CCCN3C(=O)NC4(CCCC4)C3=O)CC2)cc1	3	-0.4	0.0	0	-2	-4	-6	-4
CC=Cc1ccc2n(c1=O)C[C@@H]1[C@@H](CO)[C@H](C(=O)Nc3nccs3)N(Cc3cc(F)ccc3F)[C@H]21 (mixture of isomers)	14	·	0.1	1	0	1	-26	0
COc1ccc(NC(=O)C#Cc2ccccc2)cc1OC	20	-2.5	0.1	-1	5	-4	-2	1
COc1ccc(NC(=O)N[C@H]2CC[C@H](CC(=O)NCc3ccccn3)O[C@H]2CO)cc1	2	0.5	-0.6	-5	0	25	-2	-7
CCCOc1ccc(/C(O)=C2/C(=O)C(=O)N(CCCn3ccnc3)C2c2ccc(C)o2)cc1 (configuration not stated)	·	-2.2	0.1	-4	3	-4	-17	·
CC1(C(=O)NS(=O)(=O)c2cccs2)CCN1C(=O)CC1CCCCC1 (configuration not stated)	3	5.0	-0.2	5	10	·	-17	0

No enrichment for hits. Share with any hit: about 3.3%.
